High-throughput results (PubChem BioAssay)
Menin-MLL TR inh: inhibitors of human menin-MLL interaction, mutant MLL peptide; Menin + Texas Red MLL mutant peptide, fluorescence polarization; Potency, µM (top dose mostly 61.6 µM), for inactives: at the highest dose FP activity change, negative = inhibition, actives largely listed as inhibitors; 0.23% of 270,000 active; O00255; AID 1768; active = well fitted inhibition curve with a large enough effect in the polarisation, with a control signal flat, not every such curve was filed as active; inconclusive = small, poorly fitted or top-dose-only effect, or effect the other way, or a change in a side signal; inactive = no such curve, though single readings can be large or run the other way; the % refers to the polarisation; also: potency is read from the fitted curve at half-maximal effect; % of control where 0% means no effect; many of its hits are not listed in these tables
Mito fusion yeast: blocks mitochondrial division or promotes mitochondrial fusion; Potency, µM (highest dose often 46.1 µM), for the others: at the top dose growth rescue (activation), most hits filed as activators; S. cerevisiae fusion-defective mutant growth rescue, CellTiterGlo 48 h; 0.23% of 320,000 active; AID 485298;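 also: potency is read from the fitted curve at half-maximal effect; % of control where 0% means no effect; nearly all actives have a fitted effect of over 45% in size; temperature-sensitive fusion mutants such as fzo1-1 at 37 °C on non-fermentable ethanol glycerol medium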
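Temperature-sensitive fusion-defective S. cerevisiae (e.g. fzo1-1, mgm1-5) were grown with compound in YPEG medium (3% ethanol, 3% glycerol) for 48 hours at 37C. Growth rescue was measured as viability by CellTiterGlo luminescence after 10 minutes at ambient.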
KCNH2 WT inh: KCNH2 (human, wildtype) channel inhibition; 0.37% of 340,000 active; Q12809; AID 720551; activity change, % at 1.84 µM; U2OS, BacMam KCNH2, thallium flux FluxOr; active compounds read low;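 active = maximum activity change below -70%; inconclusive = maximum activity change between -70% and -50%; inactive = maximum activity change above -50%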; also: % is scaled to controls: 0 for no effect and ±100 for the full control effect
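U2OS cells transduced with wild-type KCNH2 virus are loaded with FluxOr dye for 45 min, and thallium flux is measured in kinetic reads before and after stimulation buffer. Rate constants are normalized to DMSO controls.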
BCR signal inh: blocks chronic active B-cell receptor signaling; ABC-DLBCL IkBa-CBG/CBR reporter, luminescence ratio, 4 h; Potency, µM (titrated, usually from 46.1 µM), without a hit: at the highest dose ratio change, negative = lower green/red ratio, hits mostly inhibitors; 0.05% of 340,000 active; AID 493014; active = well fitted inhibition curve with a large enough effect in the signal ratio, with a control signal flat, not every such curve was filed as active; inconclusive = small, poorly fitted or top-dose-only effect, or effect the other way, or a change in a side signal; the % refers to the signal ratio;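 also: potency is read from the fitted curve at half-maximal effect; plate controls were basal doxycycline-induced cells for no effect and cells given 10 µM MG132 for full effect; MG132 reads +100%, hits lower the ratio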
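Doxycycline induced both beetle luciferases in TMD8 lymphoma cells; IKK-driven degradation limits the IkappaBalpha-fused green signal, while red luminescence normalises for cell number and nonspecific effects. Compounds tested up to 46 uM, 4 hrs.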
TSHR antagonist: blocks TSH signaling through the human TSH receptor. TSHR-expressing cells, TSH-stimulated cAMP HTRF, 2 h; active compounds read low. activity change, negative = inhibition, % at 11.5 µM. 0.2% of 330,000 active;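 active = activity change below a set negative limit, meaning inhibition stronger than a set level, cut at about -70% in these data; inconclusive = activity change between two set negative limits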; also: % is scaled to controls: 0 for no effect and ±100 for the full control effect
Target sequence (P16473 whole entry, looked up): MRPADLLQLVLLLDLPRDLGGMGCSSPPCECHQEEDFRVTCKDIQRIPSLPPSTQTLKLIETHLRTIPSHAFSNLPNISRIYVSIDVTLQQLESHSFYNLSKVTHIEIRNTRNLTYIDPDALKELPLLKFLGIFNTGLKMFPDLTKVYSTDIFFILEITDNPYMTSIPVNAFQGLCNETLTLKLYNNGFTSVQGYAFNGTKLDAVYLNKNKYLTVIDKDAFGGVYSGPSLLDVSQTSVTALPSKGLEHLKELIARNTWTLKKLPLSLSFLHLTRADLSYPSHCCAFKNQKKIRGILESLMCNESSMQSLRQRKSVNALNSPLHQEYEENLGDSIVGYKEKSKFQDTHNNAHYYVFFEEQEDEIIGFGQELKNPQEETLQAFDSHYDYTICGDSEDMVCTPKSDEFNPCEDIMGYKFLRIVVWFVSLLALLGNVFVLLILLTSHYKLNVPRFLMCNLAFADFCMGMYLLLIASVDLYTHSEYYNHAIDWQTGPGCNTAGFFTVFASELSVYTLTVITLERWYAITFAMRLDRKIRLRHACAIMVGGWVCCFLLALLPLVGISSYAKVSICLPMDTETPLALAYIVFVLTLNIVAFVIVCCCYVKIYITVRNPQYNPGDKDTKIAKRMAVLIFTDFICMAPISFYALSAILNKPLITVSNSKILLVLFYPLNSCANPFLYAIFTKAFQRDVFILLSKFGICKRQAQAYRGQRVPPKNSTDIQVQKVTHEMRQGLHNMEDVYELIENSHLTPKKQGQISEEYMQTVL
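Competitive HTRF cAMP read-out (cryptate anti-cAMP antibody, cAMP-d2; 30 min, room temperature) in freshly harvested TSHR cells. Compounds added before TSH at EC80 (4nM final), followed by 2 hours' incubation at 37 deg C.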
Eya2 phos inh: blocks the phosphatase activity of human Eya2; O00167; recombinant Eya2, OMFP fluorescence dephosphorylation (OMFP is methylfluorescein phosphate); Potency, µM (titrated, usually from 76.9 µM), inactives show top-dose activity, negative = inhibition, most hits filed as inhibitors; 0.006% of 330,000 active; AID 488837; also: potency is read from the fitted curve at half-maximal effect; % is scaled to controls: 0 for no effect and ±100 for the full control effect
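Eya2 protein (added as 0.2 uM solution) was preincubated with compound for 10 min at ambient temperature in 50 mM HEPES pH 7.5, 50 mM NaCl, 5 uM MgCl2, 0.05% BSA, 1 mM DTT. OMFP (added at 50 uM) then reacted 10 min; fluorescence read at 485/525 nm.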
GALK inh: blocks human galactokinase activity | Potency, µM (titrated, usually from 57.5 µM), without a hit: at the top dose activity change, negative = inhibition, usual class: inhibitors | 0.007% of 270,000 active | P51570 | AID 1868 | Purified GALK, Kinase-Glo residual ATP luminescence; also: potency is read from the fitted curve at half-maximal effect; % is scaled to controls: 0 for no effect and ±100 for the full control effect
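Compounds were pin-transferred into ATP buffer (35 uM final), then GALK plus galactose (5 nM, 100 uM final) was added. After 1 h at room temperature, Kinase-Glo Plus was added and luminescence read after 10 min.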
ASM inhibitor: inhibitors of human secretory acid sphingomyelinase | P17405 | placental ASM, HMU-PC fluorogenic substrate, 60 min | Potency, µM (top dose mostly 57.5 µM), without a hit: at the highest dose activity change, negative = inhibition, usual class: inhibitors | 0.006% of 340,000 active | AID 504937; also: potency is read from the fitted curve at half-maximal effect
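qHTS format. ASM enzyme prepared from human placenta hydrolyses the fluorogenic substrate HMU-PC0 (9 uM final) over 60 min at 37 °C after a 10 min compound preincubation.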
USP2a block: USP2a (human) protease inhibition | O75604 | USP2 core, Ub-CHOP2 coupled fluorogenic reporter, 485/531 | Potency, µM (titrated, usually from 38.3 µM), without a hit: at the highest dose activity change, negative = inhibition, actives largely listed as inhibitors | 0.01% of 330,000 active | AID 463254;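 also: potency is read from the fitted curve at half-maximal effect; plate controls were DMSO wells for no effect and full inhibition by NEM control for full effect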
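USP2 core (10nM final) preincubated 30min RT with compound in 20mM Tris-HCl pH 8.0, 2mM CaCl2, 2mM beta-mercaptoethanol, 0.05% CHAPS; 25nM Ub-CHOP2 plus 25nM reporter substrate added, fluorescence (Ex485/Em531) read after 60min.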
MBNL1 CUG block: MBNL1-poly(CUG) RNA binding inhibition | Q9NR56 | TR-FRET MBNL1-His/biotin-(CUG)12 binding, 665/545 ratio | Potency, µM (doses to about 57.5 µM), without a hit: top-dose activity change, negative = inhibition, most hits filed as inhibitors | 0.036% of 280,000 active | AID 2675; active = well fitted inhibition curve with a large enough effect in the signal ratio, with a control signal flat, not every such curve was filed as active; inconclusive = small, poorly fitted or top-dose-only effect, or effect the other way, or a change in a side signal; inactive = no such curve, though single readings can be large or run the other way; the % refers to the signal ratio; also: potency is read from the fitted curve at half-maximal effect; % is scaled to controls: 0 for no effect and ±100 for the full control effect
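TR-FRET between His-tagged MBNL1 and biotin-(CUG)12 RNA, detected with Tb anti-His antibody (0.055 ng/ul) and streptavidin-XL665 (5 nM), 60 min at room temperature. Compounds titrated 92 nM to 58 uM; 665/545 nm ratio normalized to buffer and complex controls.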
PKM2 act: increases activity of human pyruvate kinase M2. 0.34% of 260,000 active. purified PKM2, Kinase-Glo ATP luminescence, activation; response scale: 0% is enzyme alone, no compound. Potency, µM (titrated, usually from 57.5 µM), for the others: at the top dose activation, hits mostly activators; also: potency is read from the fitted curve at half-maximal effect; % is scaled to controls: 0 for no effect and ±100 for the full control effect; nearly all actives have a fitted effect of over 55% in size
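Purified hPK-M2 (>95%) run at intermediate activity with 0.1 mM ADP and 0.5 mM PEP in 50 mM imidazole pH 7.2, KCl, MgCl2; 1 h room temperature. ATP formed read by Kinase-Glo luminescence; normalized to uninhibited and no-enzyme controls.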
* marks the source's active call; other numbers are inactive results; ? = inconclusive; . = no result given; [ ] = another dose, or the depositor's remark. Unless noted, calls follow the shape of the dose curve; as a rule, active = well fitted curve in the direction sought with a large enough effect; inconclusive = small, poorly fitted or top-dose-only effect, or another doubt; inactive = no such curve, though single readings can be large; an effect the other way counts as inactive or inconclusive.

cpd	SMILES	Menin-MLL TR inh	Mito fusion yeast	KCNH2 WT inh	BCR signal inh	TSHR antagonist	Eya2 phos inh	GALK inh	ASM inhibitor	USP2a block	MBNL1 CUG block	PKM2 act
1	CCC1CCC2(CC1)NC(=O)N(CC(=O)NCc1ccccc1Cl)C2=O (stereo unspecified)	.	.	-8	-3%	59	-4%	.	4%	2%	.	.
2	OC(COCc1cccs1)CN1CCN(c2ccccc2Cl)CC1 (stereo unspecified)	-7%	0%	7	?	-11	1%	-1%	-2%	0%	?	-1%
3	C=CC[C@H]1CC(Cc2ccccc2)=C[C@H](CC=C)N1	4%	-7%	-2	-23%	0	-10%	2%	-1%	-3%	22%	3%
4	CC(=O)Nc1cccc(/C(C)=N\NC(=O)c2ccc(Cn3nc([N+](=O)[O-])c(Cl)c3C)o2)c1	-1%	2%	4	?	-6	4%	-3%	3%	-2%	16%	-2%
5	O=S(=O)(c1ccccc1)N1CCN(C(=S)NCc2ccccc2)CC1	18%	6%	1	2%	6	-3%	-1%	1%	-6%	1%	18%
6	O=C(C1CN(S(=O)(=O)c2ccccc2)CCN1S(=O)(=O)c1ccccc1)N1CCCCCC1 (stereo unspecified)	6%	-4%	3	.	.	.	3%	-1%	.	-10%	-2%
7	CC#CCCCC(=O)Nc1cccc(C(=O)O)c1	-11%	8%	-5	?	35	15%	1%	0%	2%	-5%	-9%
8	Cc1ccc(Nc2nc(N)nc(CSC(=S)N3CCOCC3)n2)cc1	26%	-6%	-21	-27%	-7	5%	0%	-4%	0%	-1%	1%
9	COC(=O)C1(C(=O)OC)NOC2C(=O)N(c3ccccc3)C(=O)C21 (stereo unspecified)	15%	-4%	1	7%	-4	-3%	-2%	4%	1%	-1%	-1%
10	COc1ccccc1CC(NC(C)=O)C(=O)N1CCN(C(=O)Nc2ccccc2Cl)CC1 (stereo unspecified)	1%	-5%	21	-4%	24	9%	-3%	4%	-2%	10%	-12%
11	CC(C)Oc1cccc(-c2cc(C(=O)NN3CCOCC3)c3ccccc3n2)c1	.	3%	11	5%	-1	-4%	-8%	1%	2%	3%	0%
12	O=C(c1cn(-c2ccccc2)nc1-c1ccc(Cl)cc1)N1CCOCC1	-1%	12%	16	-12%	10	1%	1%	3%	4%	1%	-2%
13	Cc1nc2cc(C(=O)OCC(=O)NC(C)C(C)C)ccc2n1-c1ccccc1 (stereo unspecified)	?	3%	-23	?	8	-8%	1%	-2%	-1%	-8%	-3%
14	CN(C)c1ccc(/C=C(\C#N)c2ccccc2)cc1	.	-3%	11	?	2	?	.	4%	2%	4%	-5%
15	CCC(Oc1ccccc1)C(=O)Nc1ccsc1C(=O)OC (stereo unspecified)	-16%	17%	15	-1%	3	-12%	0%	-4%	1%	.	-2%
16	O=C(c1ccco1)N1CCN(C(=O)C2CCCc3c2[nH]c2ccc(Cl)cc32)CC1 (stereo unspecified)	27%	13%	5	11%	6	6%	-3%	-20%	-1%	-4%	-1%
17	COc1ccc(Oc2ncnc3sccc23)cc1	-9%	2%	7	10%	-2	-1%	12%	-1%	3%	.	1%
18	O=C(N/C(=C\c1ccc(O)cc1)C(=O)N1CCCCC1)c1ccccc1	5%	1%	1	0%	-2	-8%	-2%	1%	2%	0%	0%[11.5 µM]
19	Cc1oc2ccc(OCc3ccc(Cl)cc3)cc2c1C(=O)O	.	19%	-3	7%	-2	1%	-3%	1%	2%	-2%	4%
20	O=C(COC(=O)c1ccc(Cl)c(Cl)c1)Nc1cccnc1Cl	-13%	11%	-1	1%	1	-4%	-4%	-2%	-2%	-12%	1%
21	CC(C)(C=O)C1=CC(=O)c2ccccc2C1=O	?	9%	-4	?	-87*	1%	-2%	0%	1%	?	15%
22	CCC1Oc2nc(SC)nnc2-c2ccccc2N1C(=O)c1ccccc1 (stereo unspecified)	9%	4%	-1	?	8	17%	-2%	2%	0%	?	-4%
23	COc1ccc(Cn2cnc3c(NS(C)(=O)=O)c(C)c(C)cc32)cc1	-4%	-9%	0	-8%	12	10%	0%	-2%	-1%	1%	3%
24	COc1ccc(CCNC(=S)NCc2ccc(Cl)c(Cl)c2)cc1OC	32%[activator]	-1%	3	?	-9	3%	-2%	-1%	-1%	-7%	4%
25	COc1ccc(S(=O)(=O)N2CCCCCC2)cc1C(=O)N(C)CC(=O)Nc1cc(C)ccc1C	.	-4%	-4	-5%	45	-6%	0%	0%	-2%	4%	.
26	COc1cccc(CNC(=O)CCNS(=O)(=O)c2ccc3c(c2)CC(C)N3C(C)=O)c1 (stereo unspecified)	1%	6%	-15	-3%	-3	2%	9%	3%	2%	-4%	.
27	CCOc1ccc(/C=C/C(=O)N(CC)CC(=O)NCc2cccs2)cc1OC	.	-1%	4	?	18	0%	.	3%	0%	.	.
28	CC(C)=C1C2CCC1C1C(=O)N(NC(=O)c3ccco3)C(=O)C21 (stereo unspecified)	-2%	-31%[inhibitor]	-13	-1%	29	1%	.	0%	2%	-20%[11.5 µM]	0%
29	Cc1ccc(NC(=O)NCCCc2ccccc2)cc1	4%	-1%	-7	7%	12	-13%	0%	-1%	3%	12%	-1%
30	CCn1c(CSc2nc(C)cc(C)n2)nnc1SCC(=O)Nc1ccccc1	5%	-1%	-17	?	2	3%	0%	-1%	3%	-6%	-2%
31	CN(C)c1oc(-c2ccc(OCc3ccc(Cl)cc3)cc2)nc1C#N	-16%	-1%	-5	13%	-7	15%	-1%	-8%	6%	1%	-2%
32	O=S(=O)(NCC(c1cccnc1)N1CCN(c2ccc(F)cc2)CC1)c1cccs1 (stereo unspecified)	1%	11%	8	14%	1	-33%	-1%	6%	2%	-7%	-6%
33	CC(C)(C)NC(=O)CN(c1cccc([N+](=O)[O-])c1)S(=O)(=O)c1ccccc1	-2%	0%	30	-4%	2	3%	0%	0%	2%	10%	1%
34	Cc1ccc(NC(=S)N(Cc2ccco2)C(C)c2cccs2)cc1 (stereo unspecified)	0%	1%	-4	-1%	-1	6%	-2%	-2%	-15%	-5%	4%
35	O=C(OCc1cc(=O)n2c(n1)sc1ccccc12)c1ccc(O)cc1	?	0%	2	-11%	-9	-7%	-2%	4%	-1%	21%	5%
36	COC(=O)c1cc(C#N)c(N(C)Cc2ccccc2)nc1C	-13%	19%	-11	?	4	-6%	0%	-7%	4%	-4%	-1%
37	Cc1nc(N)sc1-c1csc(Nc2ccccn2)n1	?	-6%	-5	-4%	-6	10%	0%	-7%	3%	16%	2%
38	CCOc1cc(S(=O)(=O)N2CCCC2)c(C)cc1C	-18%	5%	-4	0%	-23	-6%	8%	17%	-2%	0%	-12%
39	O=S(=O)(Nc1cc(Cl)ccc1N1CCOCC1)c1ccccc1Cl	.	2%	-3	1%	-15	0%	.	-7%	0%	.	.
40	CC[C@]12c3[nH]c4cc(-c5ccco5)ccc4c3CCN1C(=O)[C@@H](CC(=O)NCC13CC4CC(CC(C4)C1)C3)C[C@@H]2C(=O)N1CCN(C(=O)C2CC2)CC1	.	.	1	4%	12	-1%	.	-9%	0%	.	.
41	COc1ccc(CNC(=O)CCS(=O)(=O)c2ccc3c(c2)oc(=O)n3C)cc1	.	5%	3	1%	-8	4%	3%	0%	2%	-2%	.
42	Cc1cc(C)n(-c2nc(SCC(=O)Nc3nccs3)c3c4c(sc3n2)COC(C)(C)C4)n1	-1%	5%	-2	?	-1	-4%	4%	0%	-1%	-8%	1%
43	COc1cc(/C=N/NC(=O)c2ccncc2)c([N+](=O)[O-])cc1OC	?	-6%	-17	0%	-2	-1%	5%	-1%	4%	?	.
44	Cc1cccc(NC(=O)Cn2c(=O)oc3ccccc32)c1C	-11%	15%	4	0%	9	?	1%	0%	3%	-12%	.

Some of the compounds tested. The share of hits here may be higher or lower than overall.
